High-throughput results deposited in PubChem by National Center for Advancing Translational Sciences (NCATS).
POLK inh: inhibitors of human DNA polymerase kappa; Q9UBT6; purified Pol kappa, fluorescent DNA synthesis assay, 10 min; Potency, µM (doses to about 107 µM), for inactives: at the highest dose activity, negative = inhibition, most hits filed as inhibitors; hit rate 0.53% among 400,000; AID 588579; further: potency means the concentration at half of the fitted maximal effect; on the % scale 0 is the no-effect control and ±100 the full control effect
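Readout: fluorescence, taken kinetically at 0 and 10 min. Conditions: 10 nM Pol kappa, 15 min RT compound preincubation, 50 nM substrate final. Controls: enzyme-free buffer wells.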
Pol iota inh: inhibitors of human DNA polymerase iota. Pol iota fluorescent replication assay, 10 min. Potency, µM (titrated, usually from 115 µM), for the others: at the top dose activity, negative = inhibition, actives largely listed as inhibitors. hit rate 1% among 390,000; further: potency means the concentration at half of the fitted maximal effect
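Fluorescent replication assay read twice, at 0 min and 10 min after adding 50 nM (final) substrate. Enzyme (10 nM) and compounds were first incubated 15 min at room temperature; enzyme-free buffer wells were negative controls.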
POLB inh: blocks human DNA polymerase beta activity. Pol beta primer extension/strand displacement, fluorescence kinetic. Potency, µM (highest dose often 114 µM), for the others: at the highest dose activity change, negative = inhibition, most hits filed as inhibitors. AID 485314. hit rate 1.3% among 340,000; further: potency means the concentration at half of the fitted maximal effect; on the % scale 0 is the no-effect control and ±100 the full control effect
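10 nM enzyme + cpd, 15 min RT; start with substrate 50 nM final; read 0 min and after 10 min RT. Corrected, normalized data; 4-parameter Hill curve fit.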
BLM helicase inh: blocks DNA unwinding by human BLM helicase | P54132 | recombinant BLM DNA unwinding, fluorescence dequenching | Potency, µM (top dose mostly 56.1 µM), for the others: top-dose activity change, negative = inhibition, actives largely listed as inhibitors | hit rate 0.2% among 350,000 | AID 2528;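 further: potency means the concentration at half of the fitted maximal effect; plate controls were vehicle for no effect and no enzyme for full effect; nearly all actives have a fitted effect of over 35% in size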
Target sequence (P54132 whole entry, looked up): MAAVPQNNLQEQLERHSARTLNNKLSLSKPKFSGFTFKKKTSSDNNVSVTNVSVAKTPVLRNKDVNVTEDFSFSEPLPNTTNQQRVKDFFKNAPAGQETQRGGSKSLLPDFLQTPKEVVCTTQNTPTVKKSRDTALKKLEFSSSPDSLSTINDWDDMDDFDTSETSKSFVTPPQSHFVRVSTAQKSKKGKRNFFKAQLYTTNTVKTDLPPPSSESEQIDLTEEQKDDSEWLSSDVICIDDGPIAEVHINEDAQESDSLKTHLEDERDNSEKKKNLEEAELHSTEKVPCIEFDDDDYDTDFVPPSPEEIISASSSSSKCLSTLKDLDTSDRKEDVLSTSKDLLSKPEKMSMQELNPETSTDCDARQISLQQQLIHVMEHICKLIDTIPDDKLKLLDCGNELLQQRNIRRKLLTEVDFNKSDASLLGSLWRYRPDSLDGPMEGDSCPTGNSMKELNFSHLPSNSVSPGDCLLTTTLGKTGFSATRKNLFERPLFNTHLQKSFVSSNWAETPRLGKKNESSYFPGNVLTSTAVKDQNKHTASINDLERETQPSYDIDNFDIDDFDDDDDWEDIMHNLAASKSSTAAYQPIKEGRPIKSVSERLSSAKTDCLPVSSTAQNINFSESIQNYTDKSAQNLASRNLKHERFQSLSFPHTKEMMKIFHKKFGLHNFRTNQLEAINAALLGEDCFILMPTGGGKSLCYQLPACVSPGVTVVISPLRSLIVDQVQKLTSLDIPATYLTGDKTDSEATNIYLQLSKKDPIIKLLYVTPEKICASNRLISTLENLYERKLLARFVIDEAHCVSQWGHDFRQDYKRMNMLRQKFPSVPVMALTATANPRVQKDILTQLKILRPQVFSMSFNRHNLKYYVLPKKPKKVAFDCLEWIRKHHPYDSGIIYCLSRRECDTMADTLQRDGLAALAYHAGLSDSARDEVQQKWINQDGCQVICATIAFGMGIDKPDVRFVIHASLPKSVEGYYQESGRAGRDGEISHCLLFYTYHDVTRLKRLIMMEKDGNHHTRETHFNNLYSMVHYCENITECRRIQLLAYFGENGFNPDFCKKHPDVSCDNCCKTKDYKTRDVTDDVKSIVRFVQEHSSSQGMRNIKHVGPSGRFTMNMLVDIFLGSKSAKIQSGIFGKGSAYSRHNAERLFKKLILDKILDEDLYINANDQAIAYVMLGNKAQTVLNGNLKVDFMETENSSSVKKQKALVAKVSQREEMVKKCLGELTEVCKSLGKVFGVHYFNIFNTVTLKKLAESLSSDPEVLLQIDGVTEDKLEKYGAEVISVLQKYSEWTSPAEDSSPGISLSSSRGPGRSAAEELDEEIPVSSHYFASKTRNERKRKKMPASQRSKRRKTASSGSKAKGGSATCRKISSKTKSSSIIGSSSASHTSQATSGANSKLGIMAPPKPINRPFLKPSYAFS
POLH inh: DNA polymerase eta (human) inhibition; hit rate 1.2% among 390,000; recombinant Pol eta, fluorescent DNA replication assay; Potency, µM (highest dose often 114 µM), for the others: at the highest dose activity change, negative = inhibition, actives largely listed as inhibitors; AID 588591; further: potency means the concentration at half of the fitted maximal effect; on the % scale 0 is the no-effect control and ±100 the full control effect
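Pol eta (10 nM) was preincubated with compounds for 15 min at room temperature, after which fluorescent replication substrate (50 nM final) was added to start the reaction. Fluorescence was read kinetically at 0 and 10 min.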
Anesthetic bind: binds horse apoferritin like a general anesthetic. hit rate 0.074% among 350,000. P02791. apoferritin/1-aminoanthracene competitive binding, fluorescence. Potency, µM (series often up to 77.5 µM), inactives show at the top dose activity change, negative = displacement, actives largely listed as inhibitors; further: potency means the concentration at half of the fitted maximal effect; on the % scale 0 is the no-effect control and ±100 the full control effect; nearly all actives have a fitted effect of over 20% in size
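Concentration-response curves derived by four-parameter Hill fitting of normalized fluorescence, where compounds displaced 1-AMA from 10 uM horse apoferritin following a brief 10 min room-temperature incubation; propofol titration acted as positive control.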
APE1 inh: blocks human APE1 abasic DNA cleavage | P27695 | recombinant APE1, TAMRA/BHQ-2 abasic DNA cleavage fluorescence | Potency, µM (doses to about 65.8 µM), without a hit: at the highest dose activity change, negative = inhibition, most hits filed as inhibitors | hit rate 0.35% among 350,000 | AID 2517;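 further: potency means the concentration at half of the fitted maximal effect; plate controls were vehicle for no effect and reference inhibitor for full effect; nearly all actives have a fitted effect of over 55% in size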
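Enzyme (0.75 nM final) and test compound are incubated 15 min at room temperature before adding 50 nM quenched THF abasic-site duplex. Cleavage dequenches TAMRA, followed at 525/598 nm over three reads one minute apart.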
PGK inhibitor: blocks T. brucei phosphoglycerate kinase; PGK/GAPDH coupled, Kinase-Glo luminescence, 60 min; Potency, µM (titrated, usually from 57.5 µM), inactives show at the top dose activity change, negative = inhibition, hits mostly inhibitors; hit rate 0.043% among 380,000; further: potency means the concentration at half of the fitted maximal effect; on the % scale 0 is the no-effect control and ±100 the full control effect; nearly all actives have a fitted effect of over 60% in size
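Luminescent ATP detection (Kinase-Glo Plus) follows a 60-minute room-temperature incubation, with wells lacking PGK as controls. Buffer: 100 mM TEA (pH 7.6), 5 mM MgCl2, 0.01% Tween-20. Coupling enzyme GAPDH (100 nM final) supplies unstable 1,3-BPG in-well.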
RXFP1 antagonist: blocks the human relaxin receptor RXFP1. Q9HBX9. HEK293-RXFP1, relaxin-stimulated cAMP HTRF, 30 min; hits give low values. activity change, negative = inhibition, % at 57.5 µM. hit rate 0.59% among 350,000. AID 1259400;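 active means activity change of -60% or lower, but not beyond a set lower limit; inconclusive means change between -60% and -40%, or beyond the set limit; inactive means change above -40%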; further: on the % scale 0 is the no-effect control and ±100 the full control effect
The depositor's hits bear a star; i = inactive; ? = inconclusive; . = not tested or not shown; [ ] = another dose, or the depositor's remark. Unless noted, the call rests on the fitted dose curve; in most records, active means well fitted curve in the direction sought with a large enough effect; inconclusive means small, poorly fitted or top-dose-only effect, or another doubt; inactive means no such curve, though single readings can be large; an effect the other way counts as inactive or inconclusive.

No.	mol	Anesthetic bind	POLB inh	POLH inh	Pol iota inh	BLM helicase inh
1	CCCN1C(=O)S/C(=C\c2ccc(N3CCOCC3)o2)C1=O	-16%	38%	-10%	?	-13%
2	O=C(COC(=O)c1cc(=O)[nH]c2ccccc12)Nc1ccc(F)cc1F	.	.	-14%	14%	.
3	COCCNC(=O)c1ccccc1N(Cc1ccccc1)S(=O)(=O)c1ccc(C)cc1	2%	-12%	-20%	10%	-6%
4	COc1ccc(N2CCN(CCCNC(=O)C(=O)c3c(C)[nH]c4ccccc34)CC2)cc1	-5%	5%	-13%	17%	1%
5	CCSc1nc2c(c(=O)[nH]c(=O)n2C)n1Cc1ccc(Cl)cc1	-14%	0%	-8%	0%	-4%
6	O=C(CCN1CCN(CCO)CC1)Nc1ccc(C2CCCC2)cc1	?	-12%	-20%	?	-1%
7	CC(C)[C@H](N)C(=O)NC[C@H](CC(=O)NC[C@H]1CC[C@H](C(=O)O)CC1)c1ccc(Cl)cc1	-4%	-5%	-14%	28%	1%
8	COc1ccc(-c2ccn(-c3cccc(F)n3)n2)cc1	-21%	-1%	-4%	52%[activator]	0%
9	CCN1C(=O)[C@H]2[C@@H](c3ccc(-c4ccc(Cl)c(Cl)c4)cc3)N[C@@](Cc3ccccc3)(C(=O)OC)[C@H]2C1=O	.	.	-18%	?	.
10	Cc1ccc2cc(COC(=O)c3ccco3)c(=O)[nH]c2c1	-11%	-9%	1%	-1%	-5%
11	COC(=O)C(CCSC)NS(=O)(=O)c1ccc(Cl)cc1 (stereo not drawn)	-12%	-15%	-1%	12%	-3%
12	CCc1ccccc1NS(=O)(=O)c1ccc(-c2coc(C)n2)cc1	33%[activator]	4%	-10%	-17%	-3%

No.	RXFP1 antagonist	POLK inh	APE1 inh	PGK inhibitor
1	-37	-8%	1%	-3%
2	-20	-1%	12%	-2%
3	-22	-3%	7%	0%
4	7	-1%	-2%	6%
5	-2	-8%	-2%	-7%
6	2	7%	?	-1%
7	1	1%	-8%	-5%
8	-11	3%	-4%	-4%
9	.	-6%	-18%	3%
10	-12	-7%	-2%	i
11	2	6%	-1%	i
12	.	-11%[60.1 µM]	.	-1%

More compounds:
No.	mol	Anesthetic bind	POLB inh	POLH inh	Pol iota inh	BLM helicase inh
13	COc1ccc(CCNC(=O)c2cnc3sc(N4CCC(C)CC4)nn3c2=O)cc1OC	-11%	-11%	-7%	19%	3%
14	CCOCc1nnc(NC(=O)c2cccs2)s1	2%	27%	-12%	5%	-1%
15	Cc1cc2nc(-c3ccco3)cc(C(F)(F)F)n2n1	3%	-11%	3%	1%	-3%
16	CCn1c2ccccc2c2cc(NC(=O)COC(=O)C3CCC(=O)N3)ccc21 (stereo not drawn)	-10%	26%	-14%	2%	2%
17	O=c1cc(N2CCN(c3cccc(Cl)c3)CC2)[nH]c(=O)n1C1CCCCC1	-7%	21%	-16%	18%	0%
18	CCOC(=O)C1CCCN(C(=O)CNS(=O)(=O)c2ccc(Br)s2)C1 (stereo not drawn)	-5%	-9%	2%	25%	3%
19	COc1ccc(-c2nc(CS(=O)(=O)CC(=O)Nc3cccc(C(C)=O)c3)c(C)o2)cc1	?	?	-14%	-18%	0%
20	Cn1c(N)c(C(=O)COC(=O)c2ccco2)c(=O)n(C)c1=O	-8%	2%	-4%	6%	1%
21	CCOC(=O)C1(Cc2ccccc2)CCN(Cc2ccc3c(c2)OCCO3)CC1	-15%	8%	-14%	48%[activator]	-1%
22	CCOC(=O)C(=O)Nc1cc(C(=O)OC)cc(C(=O)OC)c1	0%	0%	3%	11%	-2%
23	O=C(c1cc(-c2ccccn2)nc2ccc(Br)cc12)N1CCc2ccccc2C1	4%	3%	.	.	-1%
24	COc1cc(/C=C2/SC(=Nc3ccc(O)cc3)NC2=O)cc(OC)c1O	-16%	-22%	3%	?	-9%

No.	RXFP1 antagonist	POLK inh	APE1 inh	PGK inhibitor
13	-12	-7%	.	-1%
14	2	-6%	-13%	2%
15	.	3%	5%	-2%
16	-1	-8%	0%	-7%
17	-10	-1%	-2%	0%
18	-9	-8%	5%	-5%
19	-37	-14%	-4%	4%
20	-2	-12%	-2%	0%
21	-8	0%	15%	i
22	6	1%	-3%	i
23	.	.	-2%	.
24	-8	-28%	?	-5%

Next part
No.	mol	Anesthetic bind	POLB inh	POLH inh	Pol iota inh	BLM helicase inh
25	Cc1cc2c(c(=O)n1CCN(C)C)C(c1ccccc1Br)C(C#N)=C(N)O2 (stereo not drawn)	-11%	-2%	-2%	3%	4%
26	Cc1ccc(CNc2ncnc3c2c(-c2ccccc2)cn3-c2ccccc2)cc1	66%[activator]	-18%	-20%	11%	-7%
27	COc1ccc(C(=O)NCCc2nnc3ccc(SCC(=O)Nc4ccccc4)nn23)cc1	2%	0%	-7%	10%	-17%
28	COC(=O)Cc1csc(NC(=O)CSc2nncn2C)n1	.	.	-9%	-5%	.
29	CCCCCc1ccc(OCCOCCn2c[n+](C)c3ccccc32)c(CCCCC)c1	?	-14%	-26%	23%	61%[activator]
30	CC(C)(C)OC(=O)N1CCC(c2c(C(=O)NC3CCN(Cc4ccccc4)CC3)cnn2-c2ccc(F)cc2F)CC1	-18%	-20%	-18%	0%	-1%
31	O=C(NNC(=O)c1ccc(Cl)nc1)c1ccncc1	.	.	-5%	-20%	.
32	CC(=O)O[C@H]1CC[C@]2(C)[C@H]3CC=C4[C@@H]5[C@@H](C)[C@H](C)CC[C@]5(C(=O)O)CC[C@@]4(C)[C@]3(C)CC[C@H]2C1(C)C	2%	?	.	.	-10%
33	COc1ccc2c(c1)C=C([C@@H]1C[C@H]3CN(c4ccccc4)C(=O)[C@]34CCCN14)CO2	-11%	32%	-9%	-1%	-4%
34	CC1CCN(S(=O)(=O)c2ccc([N+](=O)[O-])cc2)CC1	-6%	3%	-17%	39%[activator]	-4%
35	COC(=O)C(O)C1C(C)(C)C(OC(C)=O)C2CC3=C4CC(=O)OC(c5ccoc5)[C@]4(C)CCC3[C@@]1(C)C2=O (stereo partly drawn)	-8%	.	.	.	4%
36	CCNc1nc(ON=C(C)C)nc(N(C)C)n1	-4%	27%	-18%	8%	0%

No.	RXFP1 antagonist	POLK inh	APE1 inh	PGK inhibitor
25	3	-2%	0%	0%
26	-9	0%[60.1 µM]	.	-1%
27	-10	-7%	-11%	i
28	2	-24%	52%[activator]	-1%
29	-25	-5%	27%	-8%
30	-24	-3%	.	-3%
31	-3	-6%	6%	-1%
32	.	.	?	.
33	-13	-7%	-9%	-5%
34	4	1%	1%	-1%
35	.	-2%[60.1 µM]	-3%	.
36	.	8%	-2%	-1%

Further records follow.
No.	mol	Anesthetic bind	POLB inh	POLH inh	Pol iota inh	BLM helicase inh
37	CCOc1ccc(S(=O)(=O)N2CCC(C(=O)NCC3CCCO3)CC2)cc1 (stereo not drawn)	-4%	1%	-9%	31%[activator]	1%
38	COc1ccc(-c2nc3ccccc3c(=O)n2O)cc1	-11%	7%	-8%	?	1%
39	Cc1cc(C)n(-c2nc3ccccc3c(=O)n2OCC#N)n1	5%	-9%	-17%	18%	-1%
40	CCN(CC)c1ccc(/C=N/N2CCN(c3ccccc3OC)CC2)cc1	-13%	16%	-12%	45%[activator]	-5%
41	COc1ccc(CNC(=O)c2cc3cccc(OC)c3oc2=O)cc1	-5%	-7%	-7%	-11%	-3%
42	C=CCNC(=O)/C(C#N)=C/c1cc(Br)ccc1OC	-13%	21%	-16%	33%[activator]	-6%
43	CCOC(=O)C(CC)Sc1nc2c(c(=O)[nH]c(=O)n2C)n1CCc1ccccc1 (stereo not drawn)	?	?	1%	7%	-1%
44	O=C(CCC(=O)NC1CCCCC1)N/N=C/c1ccncc1	?	?	?	3%	-2%
45	COc1ccc(N(CC(=O)NC2CCS(=O)(=O)C2)S(=O)(=O)c2cc(C)ccc2C)cc1 (stereo not drawn)	.	.	8%	64%[activator]	.

No.	RXFP1 antagonist	POLK inh	APE1 inh	PGK inhibitor
37	-6	-1%	-9%	2%
38	1	-15%	25%	6%
39	-32	-4%	6%	6%
40	-3	7%	6%	i
41	.	-12%	.	-1%
42	-68*	0%	0%	9%
43	-2	1%	-4%	1%
44	5	-5%	4%	-1%
45	13	-8%	8%	-1%

8 entries from above, as tab-separated lines:
entry	mol	Anesthetic bind	POLB inh	POLH inh	Pol iota inh	BLM helicase inh	RXFP1 antagonist	POLK inh	APE1 inh	PGK inhibitor
35	COC(=O)C(O)C1C(C)(C)C(OC(C)=O)C2CC3=C4CC(=O)OC(c5ccoc5)[C@]4(C)CCC3[C@@]1(C)C2=O (stereo partly drawn)	-8%	.	.	.	4%	.	-2%[60.1 µM]	-3%	.
36	CCNc1nc(ON=C(C)C)nc(N(C)C)n1	-4%	27%	-18%	8%	0%	.	8%	-2%	-1%
37	CCOc1ccc(S(=O)(=O)N2CCC(C(=O)NCC3CCCO3)CC2)cc1 (stereo not drawn)	-4%	1%	-9%	31%[activator]	1%	-6	-1%	-9%	2%
38	COc1ccc(-c2nc3ccccc3c(=O)n2O)cc1	-11%	7%	-8%	?	1%	1	-15%	25%	6%
39	Cc1cc(C)n(-c2nc3ccccc3c(=O)n2OCC#N)n1	5%	-9%	-17%	18%	-1%	-32	-4%	6%	6%
40	CCN(CC)c1ccc(/C=N/N2CCN(c3ccccc3OC)CC2)cc1	-13%	16%	-12%	45%[activator]	-5%	-3	7%	6%	i
41	COc1ccc(CNC(=O)c2cc3cccc(OC)c3oc2=O)cc1	-5%	-7%	-7%	-11%	-3%	.	-12%	.	-1%
42	C=CCNC(=O)/C(C#N)=C/c1cc(Br)ccc1OC	-13%	21%	-16%	33%[activator]	-6%	-68*	0%	0%	9%

These rows are one share of the data. The share of hits here may be higher or lower than overall.
